SENP1 FRET inh: SENP1 (human) catalytic domain inhibition; recombinant SENP1 catalytic domain, CyPet-SUMO1-YPet FRET cleavage; Q9P0U3; AID 624204; 0.21% of 360,000 active; inhibition, % at 10 µM;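 active = inhibition at least 30% at 10 µM, raw YFP signal under a set limit, fluorescence ratio 0.5 to 1.5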;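 note: 0% = enzyme with DMSO and 100% = no enzyme wells; some results filed as inactive read as strong as hits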
Target sequence (Q9P0U3 419-644 limits assumed): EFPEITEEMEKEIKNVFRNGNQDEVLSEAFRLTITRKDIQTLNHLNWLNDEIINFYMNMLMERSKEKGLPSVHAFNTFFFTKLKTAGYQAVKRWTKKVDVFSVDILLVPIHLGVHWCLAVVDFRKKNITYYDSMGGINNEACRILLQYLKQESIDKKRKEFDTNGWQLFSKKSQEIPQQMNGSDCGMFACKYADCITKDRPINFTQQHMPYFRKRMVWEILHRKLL
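Assay system – human recombinant His6-tagged SENP1 catalytic domain enzyme · Input – SENP1 enzyme, 20 pM final · Buffer or medium – Tris pH 8 buffer plus EDTA, NaCl, BME, BSA, NP40, catalase · Schedule – 50 min reaction at room temperature · Technique – FRET read of cyan and yellow fluorescence · Control set – no-enzyme wells low, DMSO-plus-enzyme wells high control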
SENP8 inh: SENP8 (human) protease inhibition | recombinant SENP8, Nedd8 substrate fluorescence | inhibition, % at 20 µM | 0.64% of 360,000 active | AID 602440; in the data active = inhibition mostly above about 40%, no sharp cut-off; inactive = mostly below about 27%
Target sequence (Q96LD8 whole entry, looked up): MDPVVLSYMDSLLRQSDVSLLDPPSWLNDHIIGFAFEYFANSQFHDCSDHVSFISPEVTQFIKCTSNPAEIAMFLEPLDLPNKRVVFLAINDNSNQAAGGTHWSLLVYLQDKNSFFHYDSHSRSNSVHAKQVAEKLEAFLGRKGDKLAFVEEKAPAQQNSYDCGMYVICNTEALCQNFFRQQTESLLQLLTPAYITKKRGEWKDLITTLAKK
MPTP block: permeability transition pore inhibition; isolated mouse mitochondria, Ca2+ swelling absorbance, 30 min; inhibition, % at 10 µM; 1.4% of 360,000 active;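 active = inhibition of 50% or more, scaled per plate between neutral and stimulator controls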;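 note: 0% = DMSO wells given calcium and 100% = 1 mM EGTA wells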
NR3A LBD binder: modulates the human NR3A ligand-binding domain; AID 1259313; Tm shift relative to glycine control, % at 25 µM; NR3A LBD differential scanning fluorimetry, Tm shift; 0% = protein alone, 100% = glycine-bound protein; 2.5% of 340,000 active;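 active = melting temperature shift of at least 10% of the positive control shift, at one fixed dose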
ATG4B inh: blocks human ATG4B protease cleavage of LC3 substrate | Q9Y4P1 | ATG4B cleavage of LC3-PLA2, NBD-HPC fluorescence, 1 h | inhibition, % at 8.33 µM | 0.51% of 340,000 active; in the data active = inhibition above about 40%
Target sequence (Q9Y4P1 whole entry, looked up): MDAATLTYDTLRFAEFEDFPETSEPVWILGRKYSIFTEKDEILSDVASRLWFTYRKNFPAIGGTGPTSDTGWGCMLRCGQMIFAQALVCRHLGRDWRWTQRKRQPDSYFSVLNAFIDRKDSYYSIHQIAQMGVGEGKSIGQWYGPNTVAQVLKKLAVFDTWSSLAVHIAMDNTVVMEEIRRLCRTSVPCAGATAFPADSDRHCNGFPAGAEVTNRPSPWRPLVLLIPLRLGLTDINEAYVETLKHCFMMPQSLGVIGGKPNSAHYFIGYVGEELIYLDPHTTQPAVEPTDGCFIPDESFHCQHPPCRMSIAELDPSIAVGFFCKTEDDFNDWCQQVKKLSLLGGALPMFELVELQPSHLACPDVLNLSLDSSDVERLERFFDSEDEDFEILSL
SENP6 inh: SENP6 protease inhibition; inhibition, % at 10 µM; 1.8% of 330,000 active; Recombinant SENP6 catalytic domain, aminoluciferin luminescence; AID 2599;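 active = inhibition above about 50% at the single tested dose, limit read from the data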;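 note: plate controls were DMSO wells with enzyme for no effect and DMSO wells lacking enzyme for full effect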
PfG6PD inh: PfG6PD (Plasmodium falciparum) enzyme inhibition | inhibition, % at 20 µM | PfGluPho enzyme, NADPH resazurin-diaphorase fluorescence | AID 504690 | 0.78% of 350,000 active;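 active = inhibition reaching at least a set limit at 20 µM in the primary screen, cut at about 59% in these data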;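 note: 0% = DMSO wells with substrate and 100% = DMSO wells lacking glucose-6-phosphate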
hIAP activ: human IAP activation. P09923. purified human IAP, CDP-Star luminescence, 30 min; active compounds read high; 1 = vehicle-only enzyme, 0 = enzyme-free background. activation factor at 10 µM. 0.16% of 330,000 active. AID 2524;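 active = activation factor of the enzyme at least 2-fold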; note: the source names both 10 and 20 µM as test concentration; values of inactives mirror those of a sister screen read the other way
* hit, by the source's call; . = not tested or not shown.

SMILES | SENP1 FRET inh | SENP8 inh | MPTP block | NR3A LBD binder | ATG4B inh | SENP6 inh | PfG6PD inh | hIAP activ
CCOC(=O)Nc1c2ccccc2nc2ccccc12 | -26 | -304 | -0.2 | 2 | -7 | -17 | 1 | 1
O=C(CCCCCN1C(=O)c2ccccc2C1=O)Nc1nccs1 | -1 | 5 | -1.5 | -2 | 6 | -1 | 0 | 1
Cc1ccc(NC(=O)COC(=O)C2CCC(=O)N2)c([N+](=O)[O-])c1 (configuration not stated) | 0 | -1 | 2.0 | -1 | -1 | 2 | 19 | 1
COC(=O)c1[nH]c2ccc(Br)cc2c1NC(=O)C(C)N1CCN(C2CCCCC2)CC1 (configuration not stated) | 2 | -2 | -5.5 | -2 | -6 | 11 | 4 | 0.94
CCOC(=O)C1=C(CSc2nc(C)cc(C)c2C#N)OC(N)=C(C#N)C1c1ccccc1 (configuration not stated) | 0 | -21 | -0.6 | -6 | -4 | -11 | 19 | 1.1
COc1ccc(C2CC(=O)C3=C(C2)Nc2ncnn2C3c2ccccc2C)cc1 (configuration not stated) | 1 | -30 | -0.8 | 2 | -13 | -12 | 0 | 1.1
Cc1ccc2[nH]c3c(c2c1)CCCC3=O | 0 | -432 | 0.4 | 2 | -12 | 6 | 9 | 1
O=C(N/N=C/c1cccc(O)c1)N/N=C/c1cccc(O)c1 | -1 | -1 | 0.1 | 10* | -6 | 5 | -2 | 1
Cc1ccc(C(C(=O)NC2CCCCC2)N2CCN(C(=O)c3ccco3)CC2)cc1 (configuration not stated) | 0 | 9 | -0.2 | 1 | -17 | 8 | 7 | 1.1
Cc1nc2cc(N3CCOCC3)c(NC(=O)C3CC3)cc2c(=O)n1Cc1ccccc1 | 0 | -45 | 0.1 | 2 | -7 | 6 | -6 | 0.96
COc1ccc(NC(=O)CO/N=C(\C)c2cccs2)cc1 | 2 | 0 | 5.2 | 1 | 4 | -13 | -11 | 1.2
Clc1cccc(OCCCCCN2CCOCC2)c1 | 1 | 14 | 0.4 | 1 | 0 | 9 | -5 | 0.98
COc1ccc(C2C3C(C)=NN=C3CC(C)(O)C2C(C)=O)cc1 (configuration not stated) | 0 | 10 | 3.8 | 3 | -3 | -7 | 2 | 0.94
CCOc1ccc(NC(=S)N2C3CCCC2CC(NC(=O)C2CC2)C3)cc1 (configuration not stated) | 0 | 12 | 1.1 | -1 | 5 | 4 | -13 | 0.94
COC(=O)CN(c1ccc(OC)c(OC)c1)S(C)(=O)=O | 1 | 9 | -1.2 | 1 | -3 | 15 | -5 | 0.94
NC(=O)C1Cc2ccccc2CN1C(=O)c1cccc(Oc2ccccc2)c1 (configuration not stated) | 0 | 10 | -0.9 | -1 | 47* | 20 | 13 | 0.83
COc1cccc(NC(=O)CSc2nc3ccccc3cc2Cc2ccccc2)c1 | 2 | 9 | 2.5 | -1 | -8 | -22 | 11 | 1
COc1cccc(-c2ccnc3[nH]n(-c4ccccc4)c(=O)c23)c1 | 0 | -30 | 0.2 | -1 | 3 | 2 | 13 | 0.95
Nc1nc(-c2ccco2)nn1C(=O)c1ccccc1Cl | 1 | 19 | -0.3 | 2 | -16 | . | -3 | .
Nc1cccnc1Sc1ccccc1 | 0 | -107 | 2.9 | 1 | 2 | 5 | -9 | 0.9
O=C1NN(c2ccccc2)C(=O)/C1=C\c1cccn1-c1ccc(Cl)c([N+](=O)[O-])c1 | 3 | 38 | -0.1 | -1 | 23 | 2 | -10 | 0.96
O=C(Nc1ccc(F)cc1)c1nc[nH]c1C(=O)O | 3 | 12 | -0.3 | -2 | -1 | -24 | -10 | 2
O=C(NCc1cccnc1)c1cccc2c1C(=O)N(Cc1cccnc1)C2 | 0 | 8 | -0.1 | 1 | -18 | 2 | 19 | 1.1
Nn1c(Cc2ccccc2F)nnc1SCC(=O)N1CC(=O)Nc2ccccc21 | -2 | 2 | 1.1 | -1 | 1 | 1 | 0 | 0.99
COc1cccc(NC(=O)CN(C)C(=O)CN2C(=O)NC(C)(c3ccc(C)cc3)C2=O)c1 (configuration not stated) | 4 | 2 | -1.3 | 1 | -15 | -9 | -2 | 1.1
CC(C)Cc1nc2sc3c(=O)[nH]cnc3c2c2c1CCC2 | -9 | -37 | 13 | 5 | -6 | -3 | 2 | 1.2
C=CCn1c(OCc2ccccc2)n[nH]c1=S | -1 | 20 | -0.3 | -2 | 5 | -12 | 17 | 1
CC(C)c1ccccc1-n1c(-c2cccnc2)n[nH]c1=S | 0 | -14 | -0.1 | 1 | 2 | -16 | 37 | 1
CC(C)(C)OC(=O)N[C@@H](Cc1ccccc1)C(=O)N[C@@H](CO)[C@H](O)[C@@H]1C[C@@H]1C(=O)NC1CCCCC1 | 1 | -190 | -2.5 | 0 | -3 | 0 | 5 | 1
Cc1ccc(C(=O)NC(C)C2CC3CCC2C3)cc1 (configuration not stated) | 0 | 9 | 1.8 | 0 | -6 | -42 | 5 | 1.1
Cc1cc(C)c(C)c(S(=O)(=O)N2CCN(C(=O)c3cc(=O)[nH]c4ccccc34)CC2)c1C | 1 | -55 | -2.1 | -3 | -18 | 12 | -14 | 0.87
CC(C)(NO)/C(=N\O)c1ccc(Cl)cc1 | 1 | 24 | -0.6 | 1 | -9 | -6 | -15 | 1.1
COc1ccc(NC(=S)Nc2ccc(S(=O)(=O)N3CCCCC3)cc2)cc1 | 3 | 23 | 27 | . | . | . | 26 | .
O=C(O)c1ccccc1C(=O)NCC(O)COc1ccc(Cl)cc1 (configuration not stated) | 1 | 20 | -0.4 | 0 | 0 | 5 | 0 | 1.2
CCOC(=O)C1=C(c2ccccc2)N(C)C(=O)NC1c1ccc(OC(F)F)c(OC)c1 (configuration not stated) | -5 | 30 | 0.8 | -1 | 6 | 15 | -7 | 1.1
Cc1cc(C)cc(N(CC(=O)NCC2CCCO2)S(=O)(=O)c2c(C)noc2C)c1 (configuration not stated) | 2 | 7 | -2.8 | -2 | -1 | -4 | -4 | 1.1
CC1CCCC(NC(=O)CSc2ncccc2C(=O)O)C1C (configuration not stated) | -1 | 7 | 0.4 | 0 | -7 | 7 | -22 | 0.91
Cc1cc(C)c(C)c(N=Nc2nc3ccccc3n2C)c1C | 4 | -220 | 1.4 | 19* | 7 | 33 | 28 | 0.76
Cc1ccc(C(=O)N/C(=C\c2ccccc2)C(=O)NCC2CCCO2)cc1 (configuration not stated) | 3 | 7 | -0.2 | 0 | -12 | -2 | 32 | 0.99
NC(=O)C1=C[C@@H](c2ccc(C(F)(F)F)cc2)C[C@@H](OCc2ccc(CO)cc2)O1 | -2 | 0 | -1.2 | 0 | -4 | -11 | -6 | 0.98
c1cc(CN2CCN(C3CCCCCC3)CC2)ccn1 | 2 | 7 | -1.1 | -1 | -8 | -2 | 13 | 1.1
O=C(c1noc2c1CCCC2)N1CCCCC1 | -1 | 3 | -0.7 | -2 | 0 | -16 | 6 | 1.2
CSc1ncc(F)c(N(CCO)CCO)n1 | 2 | 34 | -0.8 | -1 | -1 | 5 | -15 | 1
O=C(O)CCCC(=O)Nc1cccc2cccnc12 | 34* | 2 | -0.6 | 1 | -6 | -3 | 8 | 0.93
Cn1cnnc1Sc1ccc(/C=C(\CCC(=O)O)c2nc3ccccc3s2)cc1[N+](=O)[O-] | 1 | 20 | -1.6 | 0 | 2 | -14 | -19 | 0.92
CCOC(=O)c1c(N)sc2c1CCS(=O)(=O)C2 | -10 | -23 | 0.3 | 0 | 2 | -2 | 25 | 0.99
CCn1nc(C)c(/C=N/NC(=O)c2nc3nc(C)cc(C)n3n2)c1C | 1 | 25 | -1.6 | 1 | -5 | -10 | -8 | 1.3
Cc1ccc2sc(N(CCCN(C)C)C(=O)c3ccc(S(=O)(=O)N4CCOCC4)cc3)nc2c1C | 0 | 12 | 16 | 1 | -15 | -13 | 12 | 0.99

A different layout for part of the listing above:
Values run as follows: SENP1 FRET inh, SENP8 inh, MPTP block, NR3A LBD binder, ATG4B inh, SENP6 inh, PfG6PD inh, hIAP activ
Cc1cc(C)cc(N(CC(=O)NCC2CCCO2)S(=O)(=O)c2c(C)noc2C)c1 (configuration not stated)
 : 2, 7, -2.8, -2, -1, -4, -4, 1.1
CC1CCCC(NC(=O)CSc2ncccc2C(=O)O)C1C (configuration not stated)
 : -1, 7, 0.4, 0, -7, 7, -22, 0.91
Cc1cc(C)c(C)c(N=Nc2nc3ccccc3n2C)c1C
 : 4, -220, 1.4, 19*, 7, 33, 28, 0.76
Cc1ccc(C(=O)N/C(=C\c2ccccc2)C(=O)NCC2CCCO2)cc1 (configuration not stated)
 : 3, 7, -0.2, 0, -12, -2, 32, 0.99
NC(=O)C1=C[C@@H](c2ccc(C(F)(F)F)cc2)C[C@@H](OCc2ccc(CO)cc2)O1
 : -2, 0, -1.2, 0, -4, -11, -6, 0.98
c1cc(CN2CCN(C3CCCCCC3)CC2)ccn1
 : 2, 7, -1.1, -1, -8, -2, 13, 1.1
O=C(c1noc2c1CCCC2)N1CCCCC1
 : -1, 3, -0.7, -2, 0, -16, 6, 1.2
CSc1ncc(F)c(N(CCO)CCO)n1
 : 2, 34, -0.8, -1, -1, 5, -15, 1
O=C(O)CCCC(=O)Nc1cccc2cccnc12
 : 34*, 2, -0.6, 1, -6, -3, 8, 0.93
Cn1cnnc1Sc1ccc(/C=C(\CCC(=O)O)c2nc3ccccc3s2)cc1[N+](=O)[O-]
 : 1, 20, -1.6, 0, 2, -14, -19, 0.92
CCOC(=O)c1c(N)sc2c1CCS(=O)(=O)C2
 : -10, -23, 0.3, 0, 2, -2, 25, 0.99

Next part.
SMILES | SENP1 FRET inh | SENP8 inh | MPTP block | NR3A LBD binder | ATG4B inh | SENP6 inh | PfG6PD inh | hIAP activ
Cc1ccc(S(=O)(=O)N/N=C/c2ccc(OC3CSC3)cc2)cc1 | 1 | 18 | 1.3 | 2 | -15 | 11 | -23 | 1
Cc1sc(NC(=O)c2cccc([N+](=O)[O-])c2)c(C(N)=O)c1-c1ccc(C(C)(C)C)cc1 | 3 | 29 | 7.5 | -10 | 1 | -9 | 8 | 1.1
S=C(NCc1cccs1)Nc1ccccc1Cl | 2 | -1 | 2.4 | -6 | 5 | -15 | 7 | 1
COCCCNc1oc(COc2ccc(Cl)cc2Cl)nc1C#N | -14 | 15 | -1.7 | 1 | 1 | -21 | -12 | 1
Cn1c2c(c(=O)n(C)c1=O)C(c1cccc([N+](=O)[O-])c1)Nc1ccccc1O2 (configuration not stated) | 0 | 23 | -0.4 | 0 | -11 | -9 | 9 | 1
O=C(NCCc1ccccc1)C1CCCN(S(=O)(=O)c2cnc[nH]2)C1 (configuration not stated) | 2 | -2 | -1.5 | 0 | -9 | -8 | -3 | 0.99
Cc1ccc(C(=O)OCc2nnc(-c3ccccc3)o2)s1 | 2 | 13 | -2.0 | -1 | 6 | -2 | -15 | 0.97
CCn1nc(C(=O)Nc2ccccc2N2CCCC2)c2ccccc2c1=O | 3 | 5 | 4.6 | . | -8 | -1 | 7 | 0.98
CCN(CC)S(=O)(=O)c1cc(C(=O)NC2CCCCC2)ccc1C | 1 | 14 | -1.9 | 1 | -2 | 9 | -1 | 0.89

Screening data as filed in PubChem.

Outcome played no part in choosing rows. About 6.7% of those tested had a hit in this group.
